IL1B secr inh – qHTS for Inhibitors of Inflammasome Signaling: IL-1-beta AlphaLISA Primary Screen; THP-1 LPS/ATP IL-1B secretion, AlphaLISA, 16 h; stronger effect = lower value; activity change, % at 57.5 µM; 360,000 tested, 4.7% active; in the data active means activity change below about -50%; inconclusive means mostly about -30% to -49%; further: on the % scale 0 is the no-effect control and ±100 the full control effect
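THP-1 cells pretreated 1 hr with compounds (up to 57.5 uM final), then stimulated with LPS (250 ng/mL final) plus ATP (1.25 mM final); secreted IL-1B measured by AlphaLISA after 16 hr, decreased signal indicating inhibition.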
ATXN2 expr inh – Primary qHTS for Inhibitors of ATXN expression; AID 1745845, 2022; Potency, µM (series often up to 57 µM), for inactives: top-dose activity change, negative = inhibition, most hits filed as inhibitors; HEK-293 ATXN2-luciferase reporter, luminescence, 24 h; 360,000 tested, 0.72% active; further: potency means the concentration at half of the fitted maximal effect; on the % scale 0 is the no-effect control and ±100 the full control effect; nearly all actives have a fitted effect of over 55% in size
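ATXN2-luciferase reporter cells (luciferase flanked by upstream and downstream ATXN2 gene portions) were treated 24 h at 37 °C with compounds at up to 57 uM. SteadyGlo luminescence gave expression; GF-AFC fluorescence gave viability.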
MCF10A rereplic – A quantitative high throughput screen for small molecules that induce DNA re-replication in MCF 10a normal breast cells | 350,000 tested, 2.9% active | MCF 10A DNA re-replication, Hoechst nuclear intensity, 48 h | Potency, µM (titrated, usually from 46.1 µM), for inactives: at the highest dose activity, positive = re-replication, usual class: activators; further: potency means the concentration at half of the fitted maximal effect; % of control where 0% means no effect; nearly all actives have a fitted effect of over 50% in size
ATXN viability – Viability Counterscreen for Primary qHTS for Inhibitors of ATXN expression | S2 cells (HEK-293 line with an ATXN2-luciferase reporter) viability, CellTiter-Fluor protease fluorescence, 24 h | Potency, µM (titrated, usually from 56.7 µM), most hits filed as cytotoxic | 400,000 tested, 0.49% active | AID 651635, 2014; further: potency means the concentration at half of the fitted maximal effect; nearly all actives have a fitted effect of over 40% in size
KB-V1 MDR tox – qHTS assay for MDR1-selective chemotherapeutics: Primary screen using the drug-selected MDR subline cells KB-V1; KB-V1 MDR cells viability, CellTiter-Glo, 72 h; Potency, µM (series often up to 46.1 µM), for the others: at the highest dose activity change, negative = cytotoxicity, hits mostly cytotoxic; 400,000 tested, 3.4% active; AID 1347076, 2019; further: potency means the concentration at half of the fitted maximal effect; on the % scale 0 is the no-effect control and ±100 the full control effect; nearly all actives have a fitted effect of over 60% in size
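Cells of the MDR subline KB-V1 are plated, dosed with compound at multiple concentrations, and incubated 72 h at 37 degrees C; CellTiter-Glo is then added and luminescence read after 10 min.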
KB-3-1 tox – qHTS assay for MDR1-selective chemotherapeutics: Primary screen using the parental adenocarcinoma cell KB-3-1; KB-3-1 viability, CellTiter-Glo ATP luminescence, 72 h; Potency, µM (titrated, usually from 46.1 µM), inactives show at the highest dose activity change, negative = cytotoxic, hits mostly cytotoxic; 400,000 tested, 1.4% active; AID 1347075, 2019; further: potency means the concentration at half of the fitted maximal effect; on the % scale 0 is the no-effect control and ±100 the full control effect; nearly all actives have a fitted effect of over 60% in size
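Parental KB-3-1 viability, qHTS format: 72 h compound exposure, 37 °C; CellTiter-Glo; media-only wells and DMSO plates as controls; concentration-effect fits on corrected data.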
HT1080 IDH1KD tx – qHTS for induction of synthetic lethality in tumor cells producing 2HG: qHTS for the HT-1080-IDH1KD cell line. Potency, µM (series often up to 46.1 µM), without a hit: at the top dose activity, negative = toxicity, hits mostly cytotoxic. 360,000 tested, 2% active. HT-1080 IDH1 knockdown viability, ATP luminescence, 48 h;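 further: potency means the concentration at half of the fitted maximal effect; 0% = DMSO wells and -100% = cell-free medium wells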
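Assay cells: HT-1080 with IDH1 knockdown, 750 per well, RPMI/5% FBS. Exposure: 48 h at 37 °C following 2 h pre-incubation. Read: CellTiter-Glo luminescence; fitted concentration-response, curve class assigned.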
SW480 rereplic – A quantitative high throughput screen for small molecules that induce DNA re-replication in SW480 colon adenocarcinoma cells; SW480 DNA re-replication, Hoechst DNA content imaging, 48 h; Potency, µM (highest dose often 46.1 µM), for inactives: at the highest dose re-replication activation, hits mostly activators; 340,000 tested, 1.8% active; AID 624297, 2012; further: potency means the concentration at half of the fitted maximal effect; % of control where 0% means no effect; nearly all actives have a fitted effect of over 55% in size
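Image-based read-out: total Hoechst fluorescence of nuclei (405 nm excitation, 500-530 nm emission), with hits raising the fraction of high-intensity nuclei. SW480 colon cells incubated 48 hr with compounds at 37 C.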
HT1080-NT tox – qHTS for induction of synthetic lethality in tumor cells producing 2HG: qHTS for the HT-1080-NT fibrosarcoma cell line | HT-1080-NT fibrosarcoma viability, CellTiter-Glo ATP luminescence, 48 h | Potency, µM (doses to about 46.1 µM), inactives show top-dose activity, negative = less viability, usual class: cytotoxic | 360,000 tested, 1.6% active;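 further: NT is the 2HG producing partner of a matched IDH1 knockdown line; potency means the concentration at half of the fitted maximal effect; 0% = DMSO-treated cells and -100% = media-only wells without cells; nearly all actives have a fitted effect of over 55% in size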
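Read-out is CellTiter-Glo luminescence after 10 minutes at room temperature, following 48 hours' compound treatment of HT-1080-NT cells (750 cells/well, RPMI, 5% FBS, 37 degrees C).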
An asterisk follows results filed as active; i = inactive; ? = inconclusive; . = no result given; [ ] = remark or other dose. Unless noted, the call rests on the fitted dose curve; in most records, active means well fitted curve in the direction sought with a large enough effect; inconclusive means small, poorly fitted or top-dose-only effect, or another doubt; inactive means no such curve, though single readings can be large; an effect the other way counts as inactive or inconclusive.

Under each structure – IL1B secr inh, ATXN2 expr inh, MCF10A rereplic, ATXN viability, KB-V1 MDR tox, KB-3-1 tox, HT1080 IDH1KD tx, SW480 rereplic, HT1080-NT tox
CN(CC(=O)NCC1CCCCC1)CC(=O)Nc1ccccc1Br
→ -2, -5%, 14%, i, ., ., -13%, -6%, -2%
COc1ccc(S(=O)(=O)N2CCN(C(=O)c3cnc(C)cn3)CC2)cc1
→ 11, -2%, -8%, i, -1%, 0%, 3%, -15%, -1%
CCOC(=O)C1CCN(C(=O)CN2C(=O)C(C(C)C)Oc3ccccc32)CC1 (stereo not drawn)
→ -7, 24%, -3%, i, -31%, -9%, 3%, -7%, -4%
Cc1ccc(C(=O)OCC(=O)Nc2ccccc2C(F)(F)F)cc1S(=O)(=O)N1CCOCC1
→ 14, 5%, -5%, i, 22%, -2%, -1%, -2%, -4%
C=CCOC(=O)C1=C[C@@H](c2coc3ccccc3c2=O)C[C@@H](OCc2ccc(CO)cc2)O1
→ -12, -1%, ?, i, -10%, -11%, -1%, 6%[9.22 µM], 2%
COc1ccc(C(=O)CSc2nnc3ccc(-c4ccccn4)nn23)cc1
→ 0, 2%, ?, i, 11%, 23%, 18%, 10%, 16%
Cc1cc(C)n2nc(SCC(=O)N3CCCC3)nc2n1
→ 11, 3%, -1%, i, 20%, 2%, -1%, 0%, 3%
COCC(=O)Nc1nc2n(n1)C(c1ccccc1)CC(c1ccc(OC)cc1)N2 (stereo not drawn)
→ -13, 1%, -8%, ., ?, 15%, 9%, -5%, 2%
O=C(Cn1cnnn1)NCCc1ccc(Cl)cc1Cl
→ 10, -21%, -5%, i, 2%, 9%, -2%, 2%, -2%
O=C(CCn1ccc2ccccc21)NC1CCCc2ccccc21 (stereo not drawn)
→ 4, -9%, 8%, ?, -10%, -1%, -20%, -2%, -11%
CCC(C(=O)Nc1cccc(-c2cn3cccnc3n2)c1)c1ccccc1 (stereo not drawn)
→ ., -11%, ., i, -17%, -1%, ., ., .
COc1ccc(-c2cnc3c(NC(C)=O)cc(-c4ccsc4)cn23)cc1OC
→ ?, -12%, ., i, ?, -5%, -28%, ., -23%
Cc1ccc(N=Nc2[nH]c3ccccc3c2O)cc1
→ 4, 157%[activator], -2%, i, 7%, 5%, 4%, -7%, 5%
COc1ccccc1N(CC(=O)NCCSc1ccccc1)S(C)(=O)=O
→ 0, 3%, 6%, i, ?, 7%, -1%, 0%, 9%
c1ccc(-c2ccc3c(c2)NCCN3)cc1
→ -75*, ., 9%, i, 3%, 0%, -19%, ?, -4%
S=C(NCC1CCCO1)NC1CCCC1 (stereo not drawn)
→ -3, 14%, -6%, i, 0%, 10%, 6%, -6%, 2%
COC(=O)CC(C(=O)Nc1cc(C(=O)OC)cc(C(=O)OC)c1)N1CCN(C)CC1 (stereo not drawn)
→ -2, 1%, 3%, i, 0%, 10%, 5%, -4%, 2%
COC(=O)NCC(c1cccnc1)N1CCOCC1 (stereo not drawn)
→ 18, -2%, 3%, i, -10%, -10%, 4%, -6%, -8%
CCOC(=O)[C@]12CCC=C1N(Cc1cccc3ccccc13)C(=O)[C@H](CC(=O)NCCCN1CCCC1=O)C2
→ -5, 5%, ., i, 0%, 5%, -4%, ., 16%
Cc1nc2sc3c(c2c2nnc(SCC(=O)NCc4ccco4)n12)CCCC3
→ 29, -7%, ?, i, -11%, 13%, 0%, 0%, -1%
c1nc(N2CCN(Cc3ccc4c(c3)OCO4)CC2)c2[nH]cnc2n1
→ 9, -1%, -8%, i, 10%, -6%, -4%, 10%, 0%
CC(=O)Nc1sc(C)c(C)c1C(=O)OC1CCOC1=O (stereo not drawn)
→ 6, -9%, -4%, i, 0%, -1%, -4%, -6%, -2%
COc1ccccc1CNc1nc(NCCOc2ccccc2)c2sccc2n1
→ -93*, ?, ., ?, 21µM*, ?, ?, ., ?
CC(=O)Nc1ccc(-c2cc(C(=O)O)c3c(-c4ccccc4)[nH]nc3n2)cc1
→ ., 9%, ., i, 3%, -5%, ., ., .
CN1C(=O)CC(C(=O)Nc2ccccc2F)SC1=Nc1ccc2c(c1)OCO2 (stereo not drawn)
→ 20, 8%, 0%, i, -6%, 16%, 0%, -5%, -15%
Cc1snc(S(=O)(=O)/C(C#N)=N/Nc2ccc(C(F)(F)F)cc2)c1C#N
→ 3, -9%, ?, i, -2%, ?, -22%, -2%[9.22 µM], -10%
CN(CCOc1ccc(F)cc1)Cc1ccccc1
→ -3, -5%, -4%, i, 17%, 2%, 13%, -9%, 3%
Cc1nn(CC(=O)NCCc2ccccc2)c(=O)c2ccccc12
→ 2, 5%, 1%, i, 0%, -6%, 17%, 11%, 24%
Cn1c(N)c(C(=O)COC(=O)C2=COCCO2)c(=O)n(C)c1=O
→ -14, 2%, -1%, i, 18%, -1%, 18%, 7%, 12%
CCOCCCNC(=O)CN(c1cc([N+](=O)[O-])ccc1OC)S(C)(=O)=O
→ -13, -25%[11.3 µM], 6%, i, ?, 3%, 29%, -1%, 12%
O=c1[nH]c(-c2ccccc2)c(-c2ccccc2)[nH]1
→ -25, 5%, 6%, i, 2%, 8%, -4%, 0%, 0%
CCCCCCc1cc2cc(C(=O)Nc3cccc(OC)c3)c(=O)oc2cc1O
→ -25, -14%, ?, i, 6.5µM*, 7.3µM*, 5%, ?, 9%
CCOC(=O)C1CCN(C(=O)Nc2ccc3nccnc3c2)CC1
→ -14, 5%, -1%, i, 14%, 13%, 9%, -5%, 18%
O=C(Nc1ccc(Cl)cc1F)c1ccc2c(c1)C(=O)N(Cc1ccncc1)C2=O
→ -10, -3%, ?, i, -20%, -5%, 3%, -1%, -14%
CC(C)(C)NC(=O)C1CCN(c2nc3ccccc3nc2C(F)(F)F)CC1
→ ., 11%, ., i, 2%, 8%, ., ., .
Cn1c(SCC(=O)NC2(C#N)CCCCC2)nnc1-c1cccnc1
→ 14, 10%, -4%, i, 0%, -1%, 2%, -3%, 1%
CCOC(=O)c1cc2c(nc1NC(=S)Nc1ccccc1)CC(C)(CC)OC2 (stereo not drawn)
→ 13, -10%[11.3 µM], 15%, i, -10%, 26%, 11%, -4%, 22%
CCOC(=O)C1C(=O)OC(C)(C)C1C(CC)C(=O)c1ccccc1 (stereo not drawn)
→ 30, 8%, 1%, i, ?, -4%, 8%, -1%, 4%
Nc1ncnc2c1ncn2[C@@H]1O[C@H](C(=O)N2CCN(c3nc4ccccc4o3)CC2)[C@@H](O)[C@H]1O
→ 8, 0%, ., i, -1%, 0%, 19%, ., 8%
COc1ccc(N2CCN(CCCNC(=S)Nc3c(C)cccc3C)CC2)cc1
→ -18, -12%, -9%, i, -23%, 0%, 8%, -1%, 6%
CCn1nnc2cc(C(=O)OCC(=O)N(C)Cc3cccc(F)c3)ccc21
→ 14, 3%, 6%, i, 0%, 16%, 9%, -14%, 9%
O=C(CSc1nccn1Cc1ccccc1)NCc1ccccc1
→ -4, 9%, -6%, ?, ?, 20%, 11%, 2%, 1%
Cc1ccc(-n2nc(C(=O)c3ccccc3)n3c(=O)c(Cc4ccccc4)nnc23)cc1
→ -16, -12%, -4%, i, 16µM*, -24%, -3%, 5%, -3%
NC(=O)N=Nc1c(O)[nH]c2ccc([N+](=O)[O-])cc12
→ 33, -6%, 16%, i, -5%, 12%, 1%, 8%, 0%
Cn1ncc2cc(NC(N)=S)ccc21
→ 7, 20%[11.3 µM], -4%, i, 20%, 14%, -2%, 0%, 4%
CCOC(=O)c1c(/N=C/C2=C(O)CCCC2=O)sc2c1CCCC2
→ 17, ., -1%, i, 29%, 3%, 11%, -12%, 17%
NS(=O)(=O)c1ccc(CCNC/C=C/c2ccccc2)cc1
→ -8, ., -6%, i, 9%, 2%, -7%, -9%, -18%
Cc1onc(-c2ccccc2)c1-c1nnc(COC(=O)c2ccc(F)cc2)o1
→ -13, ., ., i, 15%, 0%, 7%, ., 14%
CCOC(=O)c1ccc(NC(=S)N2CCN(S(C)(=O)=O)CC2)cc1
→ -11, 0%, -4%, i, -17%, 8%, 17%, -15%, 16%
COc1ccccc1N1CCN(S(=O)(=O)c2ccc(NC(C)=O)cc2)CC1
→ 1, 19%, 3%, i, 11%, 3%, -4%, 1%, -3%
O=C(COc1ccc(Cl)cc1)NC1=NN(c2ccccc2)C(=O)C1
→ -29, -10%, ?, i, 7%, -28%, -10%, -1%, -8%
COc1ccc(CCc2nc(-c3ccc(-n4cccc4)cc3)no2)cc1
→ 22, -10%, ?, i, -11%, -3%, 4%, 1%, 2%
CC1CCCN(C(=O)CSc2nnc3n(C4CCCC4)c(=O)c4ccccc4n23)C1 (stereo not drawn)
→ -2, -11%, 3%, ?, 4%, -1%, 6%, -9%, 2%
CCOC(=O)c1c(C)nsc1NC(=O)C1CCCCC1
→ 41, 3%, -7%, i, 0%, 0%, -15%, 3%, 0%
CCc1cccc(C)c1NC(=S)NCc1ccc2[nH]c(C)cc2c1
→ -30, 0%, -1%, i, 1%, -7%, -17%, 13µM*, 1%
COc1ccc(S(=O)(=O)N2CCC(NC(=O)c3ccccc3)CC2)cc1
→ ?, -11%, ?, i, -4%, 0%, -5%, -2%, -4%
CCc1cccc2c(=O)c(C(=O)NCCCOC)c[nH]c12
→ 12, -1%, -3%, i, -19%, -3%, 18%, -2%, 21%
COc1ccc(NC(=O)/C=C/c2ccc(Br)o2)cn1
→ -13, 40%[activator], -1%, i, -3%, 8%, 0%, ?, -1%
O=C(OCc1ccccc1F)c1ccc2c(c1)-c1ccccc1C2=O
→ ?, 141%[activator], ?, i, -14%, -2%, 1%, -4%, -4%[9.24 µM]

Compounds as they come; about 11% have a hit in one of these screens.
